PglD DTNB: PglD (C. jejuni) enzyme inhibition; purified PglD enzyme, DTNB colorimetric CoA detection; inhibition, % at 12.5 µM; 360,000 compounds, 0.098% hits; AID 602405; in the data active = inhibition above about 16%, passing the limit was not always enough; inconclusive = no clear call, values can overlap the other calls; note: strong numbers were not always called active
PGC1a acetyl inh: PGC1a acetylation modulation, inhibitor mode. U2OS PGC1a acetylation, AlphaScreen anti-acetyl-lysine; with virally co-expressed GCN5 acetyltransferase. inhibition, % at 15.6 µM. 350,000 compounds, 0.17% hits. AID 651687;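 active = every replicate shows inhibition of at least 40%; inconclusive = mean inhibition at least 40% but some replicate below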;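 note: 0% = neutral control wells and 100% = positive control wells; some results beyond the cut were filed as inactive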
* = called active by the depositor; ? = inconclusive. These rows are one share of the data (hit frequency here may not be typical).

Below each SMILES: PglD DTNB | PGC1a acetyl inh
O=C(O/N=C/c1cccc([N+](=O)[O-])c1)C1CC1
  2 | -6
CC1=CC(=O)C=CC1(C)C(Cl)(Cl)Cl (configuration not stated)
  -4 | 1
COc1ccc(N(C(=O)c2ccco2)S(=O)(=O)c2cccc([N+](=O)[O-])c2)cc1
  -2 | -2
CC1=CC(C)C2C(=O)N(CCC[N+](C)(C)C)C(=O)C2C1 (configuration not stated)
  0 | -7
COc1ccc(C(=O)N2CCC(C(=O)Nc3ccc4c(c3)OCCO4)CC2)cc1
  1 | 7
CC(C)NC(=O)N1CCN(c2ccncc2S(=O)(=O)N2CCOCC2)CC1
  -3 | -6
CCn1c(COc2ccccc2C)nnc1SCC(=O)N1CCCCC1
  2 | 7
C=CCn1c(=N)c(C(=O)NCCCOC)cc2c(=O)n3cccc(C)c3nc21
  -12 | -1
CCC(=O)c1cn(CC(=O)NCc2cccnc2)c2ccccc12
  3 | -16
CCOC(=O)c1cnn(-c2nc(SC)nc3sc4c(c23)CCC4)c1N
  7 | -8
O=C(CSc1nnc(COc2ccc(F)cc2)o1)N1c2ccccc2CCc2ccccc21
  3 | 10
CSc1cccc(NC(=O)C2CCN(S(=O)(=O)c3ccc(F)cc3)CC2)c1
  3 | -22
Cc1ccc(-n2c(N)c(C#N)c(-c3ccccc3)c(C#N)c2=O)cc1
  7 | 14
Clc1ccc(Sc2cc(Cl)c(-c3ccccc3)nn2)cc1
  0 | -8
CN1CCN(NC(=O)c2ccccc2F)CC1
  -3 | -11
Cc1cc(C)c(Cn2c(=O)n(CCCC(=O)NCc3ccco3)c(=O)c3ccccc32)c(C)c1
  8 | -5
COc1ccc(Nc2nnc(SCC(=O)N3CCCC3)s2)cc1
  0 | -5
COc1ccccc1CNC(=O)C1CCN(S(C)(=O)=O)CC1
  -2 | 1
CC(C)OCCCNC(=O)C1CCN(S(=O)(=O)N2CCCCC2)CC1
  2 | -1
N#CC(C(=O)NCc1ccccc1)c1nc2ccccc2nc1N1CCCC1 (configuration not stated)
  -7 | -19
Cc1cccc2cc(CN(CCCO)C(=O)Nc3ccccc3Cl)c(=O)[nH]c12
  -3 | -1
Cc1cc(N(C)C)cc(C)[n+]1[O-]
  5 | -3
COC(=O)[C@@]1(Cc2ccccc2)[C@@H]2C(=CC(=O)[C@H]2CC(=O)C(=O)N(C)C)CN1C(=O)c1ccccc1
  -3 | 16
COc1ccc(C(=O)Nc2nnc(-c3ccccc3)o2)cc1OC
  7 | 7
COC(=O)c1cn(Nc2ncc(C(F)(F)F)cc2Cl)c(=O)c2ccccc12
  1 | 0
CCOC(=O)N1CCN(C(=O)C2CCN(S(=O)(=O)c3ccc(Br)s3)CC2)CC1
  0 | -10
COC(=O)c1sc(N)c(C(=O)OC)c1CSc1nnnn1C
  -2 | 3
COc1ccc(C(CNC(=O)c2ccc(-n3cnnn3)cc2)N2CCOCC2)cc1 (configuration not stated)
  -6 | -10
CCCCNC(=O)[C@H]1C[C@H]1[C@@H](O)[C@H](CO)NC(=O)[C@H](CC(C)C)NC(=O)OC(C)(C)C
  -2 | -3
O=C(O)c1cccc(NS(=O)(=O)c2ccc(C3CCCCC3)cc2)c1
  12 | 6

Profiles, quoted from the list. Values in the order: PglD DTNB, PGC1a acetyl inh
Record of `CSc1cccc(NC(=O)C2CCN(S(=O)(=O)c3ccc(F)cc3)CC2)c1` → 3, -22
Record of `COc1ccc(C(=O)N2CCC(C(=O)Nc3ccc4c(c3)OCCO4)CC2)cc1` → 1, 7
Record of `COc1ccc(Nc2nnc(SCC(=O)N3CCCC3)s2)cc1` → 0, -5
Record of `O=C(CSc1nnc(COc2ccc(F)cc2)o1)N1c2ccccc2CCc2ccccc21` → 3, 10
Record of `COc1ccc(C(CNC(=O)c2ccc(-n3cnnn3)cc2)N2CCOCC2)cc1` (configuration not stated) → -6, -10

The listing picks up; the two compounds before the break are reprinted first.
Below each SMILES: PglD DTNB | PGC1a acetyl inh
CCCCNC(=O)[C@H]1C[C@H]1[C@@H](O)[C@H](CO)NC(=O)[C@H](CC(C)C)NC(=O)OC(C)(C)C
  -2 | -3
O=C(O)c1cccc(NS(=O)(=O)c2ccc(C3CCCCC3)cc2)c1
  12 | 6
O=C1Nc2cc(S(=O)(=O)N3CCCC3)ccc2N2CCCC12 (configuration not stated)
  2 | -95
C#CCn1cnc2c(cnn2-c2ccc(C)c(C)c2)c1=O
  -5 | 11
O=C(O)C(Cc1cc2ccccc2[nH]1)N1C(=O)C2CC=C(Cl)CC2C1=O (configuration not stated)
  0 | 3
CCOC(=O)C1CCCN(C(=O)c2ccc3c(c2)NC(=O)C(N2CCOCC2)S3)C1 (configuration not stated)
  -2 | 3
CCOc1ccc(NC(=O)c2cnsn2)cc1
  5 | -5
O=C1CCC(C(=O)N(c2ccccc2)C2(C(=O)NC3CCCCC3)CCCCC2)N1 (configuration not stated)
  -2 | -4
O=C(OCc1ccc2c(c1)OCO2)c1ccc(S(=O)(=O)N2CCCC2)cc1
  -4 | 4
N#Cc1cn(CCOc2ccc(F)cc2)c2ccccc12
  -7 | -13
O=C(NCCc1ccc(O)cc1)c1ccc(Cl)cc1
  -4 | -18
Cc1ccc(C(=O)Nc2ccc(S(=O)(=O)N3CCN(C)CC3)cc2)cc1
  -1 | -6
O=C(NC(C(=O)O)c1ccccc1)c1ccc(S(=O)(=O)N2CCOCC2)cc1 (configuration not stated)
  4 | 2
CCOn1c(=O)c(C)[n+]([O-])c2ccccc21
  7 | -10
COc1cccc(OC)c1C(=O)N1CCN(Cc2ccc3c(c2)OCO3)CC1
  3 | -1
CC(C)CCN(C)c1ccc(/C=N/n2cnnc2)cc1
  -4 | -1
Cc1cccc(N(CC(=O)NCc2ccc3c(c2)OCO3)C(=O)CCC(=O)Nc2ccccn2)c1
  8 | 3
Cc1onc(-c2ccccc2)c1C(=O)NCc1cccnc1
  -11 | 11
CC1(C)OC(=O)N(Cc2ccco2)C1(C)O (configuration not stated)
  14 | 27
Cc1cc2n(n1)C(c1c[nH]c3ccccc13)Nc1ccccc1-2 (configuration not stated)
  1 | 1
C/C(=N\Oc1cccc(F)n1)c1ccc(Cl)cc1Cl
  -5 | 2
CC1=[N+]([O-])C(C)(C)CC(C)(C)c2ccccc21
  2 | -9
O=C1c2ccccc2N2C(=O)c3ccccc3C2N1O (configuration not stated)
  -3 | -25
Cc1nc2c(-c3ccccc3)c(C)nn2c(C)c1CC(=O)O
  0 | -5
O=C(Nc1ccc(Cl)c(Cl)c1)N1CC=CCC1
  3 | -17
COc1ccc(C)cc1NC(=O)c1[nH]c(C)c(C(C)=O)c1C
  3 | 10
COC(=O)CSc1nnc(-c2ccco2)n1Cc1ccco1
  -2 | 0
O=C(NCc1cccs1)c1cc(-c2cccc(Cl)c2)on1
  6 | -1
Fc1ccccc1Cn1nnc2c(NCc3ccccn3)ncnc21
  1 | -7
O=C(O)CCC(=O)NNC(=O)CCC(=O)NCc1ccccc1
  1 | 7
COc1ccc2[nH]c(=O)c(CN(C)C(=O)COc3ccccc3)cc2c1
  1 | -4
O=C(CN1CCC(n2nnc3ccccc32)CC1)NCc1cccs1
  4 | -192
CCCS(=O)(=O)N1CCC(C(=O)NCCN(C)Cc2ccccc2)CC1
  5 | -2
Nc1c(-c2ccccc2)cnn1-c1cccc(C(F)(F)F)c1
  -3 | 6
O=C(c1ccc(NC(=O)C2(c3ccccc3)CCOCC2)cc1)N1CCOCC1
  -6 | ?
O=C(CCC1CCCCC1)NCc1cccs1
  0 | ?
O=c1cc(N2CCN(Cc3ccccc3)CC2)[nH]c(=O)n1-c1cccc(C(F)(F)F)c1
  -4 | 18
CCOc1ccc(NC(=O)c2nnn(CC(=O)Nc3ccccc3OC)c2N)cc1
  2 | -4
CCOC(=O)C1=C(C)NC2=C(C(=O)C(C(=O)OCC)C(c3ccc(OC)cc3)C2)C1c1ccccn1 (configuration not stated)
  -7 | -8
Cc1ccccc1C(=O)Nc1cccc(NC(=O)c2ccc(-c3ccc(Br)cc3)o2)c1
  -3 | 18
COc1cc(CC(=O)OCC(=O)Nc2ccc(S(=O)(=O)N3CCCC3)cc2)cc(OC)c1OC
  5 | 10
COc1cc(C=O)ccc1OCCOCCOc1ccc(Cl)cc1
  0 | -13
CCOC(=O)Cn1c(N2CCOCC2)nc2c1c(=O)[nH]c(=O)n2C
  -4 | 6
CCc1cccc2sc(N3CCN(C(=O)c4ccc([N+](=O)[O-])o4)CC3)nc12
  4 | -9
Nc1cc2c([N+](=O)[O-])cccc2o1
  -3 | 3
Cn1cnnc1SCC(=O)c1ccc2c(c1)CCCC2
  -3 | -15
COC(=O)c1c(NC(=O)CCCC(=O)O)sc(C)c1C
  -1 | 2
CC1CCCCN1CCNC(=O)C1CC(=O)N(c2ccc(F)c(Cl)c2)C1 (configuration not stated)
  1 | 3
Cc1ccc(C(=O)/C=C/Nc2ccc3c(c2)OCO3)cc1
  1 | -10
Cn1c(=O)c2cn(-c3cccc4ccccc34)cc2n(C)c1=O
  -5 | 8
CN1CCc2nc(SCCOc3ccccc3)c(C#N)cc2C1
  -1 | -5
CCC(c1nnnn1Cc1ccc2c(c1)OCO2)N1CCN(c2ccc(OC)cc2)CC1 (configuration not stated)
  1 | -8
CCOc1ccccc1NC(=O)NC1Cc2ccccc2C1
  -3 | 3
CCCc1cc(-n2cnc3ccccc32)n2c(nc3ccccc32)c1C#N
  -6 | -35
O=C(O)CCc1nn2c3ccccc3n(CCN3CCCCC3)c2nc1=O
  -1 | 12
O=S(=O)(c1ccccc1)c1nc(-c2ccco2)oc1NCc1ccccc1
  -10 | -5
CCOC(=O)Cc1csc(NC(=O)CSc2nnc(-c3ccc(C)cc3)o2)n1
  -6 | -9
COc1ccccc1C(=O)Nc1nc2cc3c(cc2s1)OCCO3
  -5 | 2
O=C(C1CCC1)N1CCN(Cc2ccccc2)CC1
  -1 | 16
O=C1CC(c2ccc3c(c2)OCO3)c2cc3c(cc2N1)OCO3 (configuration not stated)
  0 | -8
COc1ccc(C2CC(=O)N3C(=C2C#N)SCC3(O)c2ccccc2)cc1 (configuration not stated)
  -4 | -25
Clc1ccc(CSc2nnc(-c3c[nH]c4ccccc34)o2)cc1
  2 | 16

Carrying on:
Below each SMILES: PglD DTNB | PGC1a acetyl inh
CCCn1c(C(O)c2ccc(OC)cc2)nc2ccccc21 (configuration not stated)
  -2 | 1
CCN(Cc1cc2cccc(C)c2[nH]c1=O)C(=O)c1ccccc1OC
  -4 | -3
Cc1ccc(C(=O)Cn2cnc3ccccc3c2=O)cc1
  0 | -1
COc1ccccc1NC(=O)N(Cc1ccco1)Cc1cc2c(C)ccc(C)c2[nH]c1=O
  1 | -2
Cc1cc(C)c2c(=O)[nH]c(SCC(=O)Nc3ccc(N(C)C)cc3)nc2n1
  1 | -15
CCOC(=O)N1CCN(CC(O)COCc2ccc(Cl)cc2)CC1 (configuration not stated)
  -5 | 5
O=C(/N=C1\NC(=O)C(F)(C(F)(F)F)S1)NC1CCCCC1 (configuration not stated)
  0 | -17
COC(=O)C1=C(CSc2nc3c(cc2C#N)CN(C)CC3)OC(N)=C(C#N)C1c1ccc(F)cc1 (configuration not stated)
  -5 | 4
COCCn1c(Cc2ccccc2)nnc1SCC(=O)NC(C)(C)C
  2 | 0
N#Cc1nc(-c2ccco2)oc1N1CCN(c2ccccc2)CC1
  -7 | -10
CC(=O)NC(CCS(C)(=O)=O)C(=O)Nc1ccc(C)c(F)c1 (configuration not stated)
  1 | -6
O=C(CN1CCN(c2ncc(C(F)(F)F)cc2Cl)CC1)NCCNc1ncc(C(F)(F)F)cc1Cl
  -6 | -4
N#Cc1cnn2c1nc(N1CCCCC1)c1ccccc12
  4 | -8
COc1ccc2[nH]cc(C(=O)CN3CCCCC3)c2c1
  4 | 6
CCOC(=O)Cc1nnc(NC(=O)Nc2ccccc2)s1
  2 | 16
N=c1c[n+](-c2ccc(Cl)cc2)[n-]o1
  4 | 7
Cc1ccc(CS(=O)(=O)c2ccccc2-c2nnc(-c3ccc(Cl)cc3)o2)cc1
  1 | 3
C=CCSc1nc2c(c(=O)[nH]c(=O)n2C)n1C/C=C(/C)Cl
  5 | -1
OC1C2CN3CCN(C2)CC1(Cc1ccccc1)C3 (configuration not stated)
  2 | 7
COC(=O)C1=CN(C)C=C(C(=O)OC)C1c1ccsc1
  9 | -2
Cc1ccc(O)c(N)c1
  4 | -2
Cc1onc(-c2ccccc2)c1C(=O)NC(C)C1CCCO1 (configuration not stated)
  3 | -1
O=S(=O)(Nc1ccc(C(O)(C(F)(F)F)C(F)(F)F)cc1)c1ccc(Cl)c2nonc12
  -4 | 0
CSc1nncc(-c2ccc(F)cc2)n1
  1 | 6
N#CCc1c(C#N)c(N)nc(N2CCN(S(=O)(=O)c3ccccc3)CC2)c1C#N
  -5 | -1
CC(C)(C)C(=O)Nc1cc(C(F)(F)F)ccc1N1CCOCC1
  -4 | 3
NS(=O)(=O)c1ccc(CCNC(=O)CNC(=O)c2ccc(Br)o2)cc1
  4 | 34
COc1ccc(Nc2nc(C)c3ccccc3n2)cc1
  -6 | 11
CC1SC(c2ccc(Cl)cc2Cl)NC1=O (configuration not stated)
  -3 | -5
C=CCn1nnnc1SCC(=O)Nc1ccccc1C(=O)OC
  1 | 1
COC(=O)C1C(=O)CC(C)(O)C(C(=O)OC)C1c1ccccc1F (configuration not stated)
  -1 | 0
CCOC(=O)COc1ccc2cc(C(=O)OCC)c(=O)oc2c1
  4 | -13
CC(Oc1ccccc1)c1ccnn1S(C)(=O)=O (configuration not stated)
  -1 | -1
CC1=C(C(=O)OCCOC(C)C)C(c2cccnc2)C2=C(CCCC2=O)N1 (configuration not stated)
  -2 | 6
CC(C)NC(=O)c1cc(-c2ccc(Br)cc2)on1
  1 | 11
COCCNc1nc2c(c(=O)n(C)c(=O)n2C)n1Cc1cccc(C(F)(F)F)c1
  -7 | 7
CC(C)c1ccc(O)c(N)c1
  1 | -2
CCn1cc(NC(=O)Nc2ccc(OC)c(OC)c2)c(C(N)=O)n1
  -3 | 1
CC(=O)n1cc(/C=N/NC(=O)c2ccccc2Cl)c2ccccc21
  3 | 4
O=C(NCc1cccnc1)c1cccc(F)c1
  3 | 5

Source: PubChem
